# Bioassay records as filed in PubChem.
# UHRF1 binding: UHRF1 methylated DNA binding inhibitors, primary screen, counter-screen for MBD2 inhibitor project, biochemical, TR-FRET, human UHRF1, single concentration. UHRF1 binding to methylated oligo. inhibition, % at 4.4 µM. hit rate 0.75% among 370,000; in the data active = inhibition above about 21%;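 also: UHRF1 SRA domain binding a hemimethylated CpG hairpin DNA probe; 0% = median of test compound wells and 100% = reference inhibitor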
# Target sequence (Q96T88 whole entry, looked up, the tested form may be a part): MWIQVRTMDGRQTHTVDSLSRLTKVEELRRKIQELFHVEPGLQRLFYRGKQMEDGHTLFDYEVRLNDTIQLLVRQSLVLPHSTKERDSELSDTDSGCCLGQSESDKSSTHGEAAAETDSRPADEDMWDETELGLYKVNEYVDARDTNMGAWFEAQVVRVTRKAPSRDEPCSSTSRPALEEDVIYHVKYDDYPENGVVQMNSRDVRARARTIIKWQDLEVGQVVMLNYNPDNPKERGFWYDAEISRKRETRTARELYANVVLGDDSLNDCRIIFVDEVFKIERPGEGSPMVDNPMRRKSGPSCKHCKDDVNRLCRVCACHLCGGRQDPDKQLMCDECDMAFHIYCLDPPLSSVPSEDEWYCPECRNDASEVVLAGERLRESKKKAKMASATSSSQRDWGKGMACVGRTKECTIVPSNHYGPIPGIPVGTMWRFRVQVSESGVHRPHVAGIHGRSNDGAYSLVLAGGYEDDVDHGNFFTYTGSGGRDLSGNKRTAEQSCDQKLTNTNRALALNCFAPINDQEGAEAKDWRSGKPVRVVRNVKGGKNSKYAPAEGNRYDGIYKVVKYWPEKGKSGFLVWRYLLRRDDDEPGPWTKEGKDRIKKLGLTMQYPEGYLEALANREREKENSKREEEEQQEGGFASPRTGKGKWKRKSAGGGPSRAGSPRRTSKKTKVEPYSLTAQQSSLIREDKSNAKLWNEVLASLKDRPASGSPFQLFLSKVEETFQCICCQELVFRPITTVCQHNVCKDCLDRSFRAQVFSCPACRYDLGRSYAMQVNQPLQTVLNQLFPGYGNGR
# SIAE primary: human SIAE inhibitors, primary screen, biochemical, fluorescence polarization, FP-Rh probe, 1536-well HTS. AID 1053197, 2014. inhibition, % at 9.66 µM. hit rate 0.69% among 370,000. Sialate O-acetylesterase (Homo sapiens), Q9HAT2. SIAE FP-Rh probe binding;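 active = inhibition above a cutoff: mean of compounds within the control limits plus 3 SD of those, cut at about 17% in these data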;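 also: 0% = plate median of compound wells and 100% = probe without SIAE protein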
# TCR-CD3 inh: inhibitors of human TCR-CD3 interaction, primary screen, biochemical, fluorescence, TAMRA-labeled TCR probe. hit rate 0.37% among 360,000. inhibition, % at 9.4 µM. T-cell receptor (TCR); in the data active = inhibition above about 19%;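 also: recombinant mutant TCR 2C K166C tagged with TAMRA read by polarization; 0% = receptor in buffer alone and 100% = receptor with positive control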
# LEDGF integ inh: blockers of LEDGF/p75-dependent integrase strand transfer – biochemical, TR-FRET, high throughput, primary screen; HIV-1 integrase (with human LEDGF/p75); TR-FRET IN-LEDGF/p75 DNA integration, Eu/Cy5; inhibition, % at 3.7 µM; hit rate 0.64% among 370,000; AID 743269, 2014;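 active = inhibition above the screen-wide mean plus 3 SD, cut at about 13% in these data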;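 also: signal is the Cy5 over europium emission ratio at 671 and 618 nm; 0% = plate median of compound wells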
# TDP2 absorb: human TDP2 enzyme inhibitors, primary screen, biochemical, epi absorbance, recombinant enzyme. hit rate 0.34% among 370,000. T5PNP hydrolysis, p-nitrophenol absorbance 415 nm. Tyrosyl-DNA phosphodiesterase 2 (Homo sapiens), O95551. inhibition, % at 12.8 µM;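 active = inhibition above the mean of all tested compounds plus 3 SD, set per campaign, cut at about 25% in these data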;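 also: 0% = DMSO with enzyme and 100% = buffer with substrate but no TDP2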
#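 test system = human TDP2 enzyme | input = TDP2 enzyme at 120 nM final | medium = 50 mM Tris-HCl pH 7.5 with Mg2+, KCl, DTT, BSA | also added = T5PNP substrate, 5 mM | times = 2 h at 37 °C | technique = epi absorbance | benchmarks = high control without enzyme, low control DMSO plus TDP2 | replication = each compound tested once, singlicate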
# HTRA1 inhibitor: HTRA1 serine protease inhibitors, primary screen, biochemical, fluorescence polarization, HTS; Q92743; recombinant HTRA1, FP-rhodamine activity-based probe; inhibition, % at 5.96 µM; hit rate 0.5% among 340,000; AID 504803, 2011; in the data active = inhibition above about 36%;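 also: 0% = enzyme with DMSO and 100% = wells lacking enzyme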
# PRMT1 inh: PRMT1 methyltransferase inhibitors, primary screen, biochemical, fluorescence polarization. recombinant PRMT1, activity-based probe fluorescence polarization. Protein arginine N-methyltransferase 1 (Homo sapiens), Q99873. inhibition, % at 2.79 µM. AID 652257, 2013. hit rate 1.3% among 370,000;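 active = inhibition above about 21% made by adding two undisclosed values, limit read from the data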
# ABHD4 inh: ABHD4 inhibitors, primary screen, biochemical, fluorescence polarization, mouse | (Lyso)-N-acylphosphatidylethanolamine lipase (Mus musculus), Q8VD66 | purified mABHD4, FP-Rh probe fluorescence polarization | inhibition, % at 8.92 µM | hit rate 0.54% among 370,000 | AID 720543, 2013;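 active = inhibition exceeding the mean over every tested compound plus 3 SD, cut at about 30% in these data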;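 also: 0% = plate median of compound wells and 100% = S159A mutant with DMSO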
# Target sequence (Q8VD66 whole entry, looked up): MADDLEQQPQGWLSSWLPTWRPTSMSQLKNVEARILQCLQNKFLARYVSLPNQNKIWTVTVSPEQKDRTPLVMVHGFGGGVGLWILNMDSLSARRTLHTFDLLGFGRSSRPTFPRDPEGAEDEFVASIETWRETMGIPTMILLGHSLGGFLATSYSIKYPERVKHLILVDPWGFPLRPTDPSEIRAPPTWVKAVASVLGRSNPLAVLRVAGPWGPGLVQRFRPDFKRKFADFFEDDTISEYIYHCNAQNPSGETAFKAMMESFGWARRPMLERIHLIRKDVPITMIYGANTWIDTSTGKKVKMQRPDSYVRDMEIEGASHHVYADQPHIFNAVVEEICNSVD
#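 system = mouse ABHD4 enzyme, wild type | medium = HEPES pH 7.0, NaCl, Pluronic buffer | also added = FP-Rh probe | incubation = Enzyme–compound pre-incubation 45 min, then probe 60 min, both 25 °C | technique = fluorescence polarization, excitation 525 nm, emission 598 nm, BODIPY TMR filters | controls = S159A mutant high control, sample median low control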
# DDE Tn7 FP inh: inhibitors of Tn7 peptide binding to fibrin DD(E), primary screen, biochemical, fluorescence polarization, human fibrin, Tn7 probe; Fibrinogen beta chain (Homo sapiens), P02675; FP displacement of FITC-Tn7 peptide from fibrin DD(E); 0% = median of compound wells per plate; inhibition, % at 8.3 µM; hit rate 0.13% among 370,000; AID 720508, 2013;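 active = inhibition above the mean of compounds falling within the control limits plus 3 SD of them, cut at about 14% in these data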;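 also: 0% = plate median of compound wells and 100% = 10 µM Aha-Tn7 peptide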
#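 Assay system: Human clot-derived fibrin DD(E) complex | Buffer or medium: Tris/NaCl/CaCl2 buffer, pH 7.8 | Repeats: One replicate per compound | Benchmarks: Aha-Tn7 high control | Measure: % inhibition scaled between sample-field median and high-control FP | Schedule: 10 min plus 3 h, room temperature | Signal: Fluorescence polarization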
# PG9 Ab binder: binders of HIV-1 gp120 antibody PG9, primary screen, biochemical, TR-FRET | TR-FRET gp120-PG9 antibody binding | inhibition, % at 6.7 µM | hit rate 0.43% among 360,000; in the data active = inhibition above about 8.5%
# * marks the source's active call; other numbers are inactive results; . = not tested or not shown.
SMILES,UHRF1 binding,SIAE primary,TCR-CD3 inh,LEDGF integ inh,TDP2 absorb,HTRA1 inhibitor,PRMT1 inh,ABHD4 inh,DDE Tn7 FP inh,PG9 Ab binder
COc1ccccc1-c1noc(-c2ccccc2)n1,-1,-3,3,0,-2,-2,0,-2,8,-2.2
CCOCC(=O)Nc1nc2ccc(OCC)cc2s1,-2,2,2,1,7,0,-1,-3,0,-0.4
COc1ccc(CCCC(=O)O)c(C)c1,1,4,0,-1,1,2,1,2,-3,0.2
COc1ccc(C(=O)COC(=O)c2cc3ccccc3oc2=O)c(OC)c1,-1,-3,7,0,-2,-4,0,3,5,-0.5
O=C(NCCCN1CCOCC1)c1ccc2c(c1)N(Cc1cccc(F)c1)C(=O)c1ccccc1S2,-3,-20,1,1,0,-44,1,-4,6,-0.1
Cc1cc(C)c(C#N)c(SCC(=O)N2CCCCC2)n1,1,4,1,0,-11,3,7,8,-2,-0.5
O=C(NCCCN1CCOCC1)C1CCC(=O)N1C1CCCCC1 (centres undefined),-3,0,1,-4,0,8,-6,-2,3,-1.2
Cc1ccccc1Cc1c(C)nc2ncnn2c1C,0,7,3,1,-15,1,1,-4,0,-2.8
O=C(COC(=O)CCSc1ccccc1)Nc1ccc(F)cc1Cl,0,-2,7,1,-2,-8,-3,5,-4,-0.6
N#CC1(C#N)C(c2ccccc2)OC23CCCCC2C1(C#N)C(=N)O3 (centres undefined),-3,11,16,2,8,21,17,24,3,-2.3
COc1ccc(NC(=S)NCCc2ccc(Cl)cc2)c(OC)c1,-2,3,5,-2,5,-12,-2,-9,1,-1.5
CCN(CC)CCN(C(=O)CCOc1ccccc1)c1nc2ccc(F)cc2s1,-2,0,12,-2,-2,-13,-2,2,4,-0.3
O=[N+]([O-])c1ccc(CN2CCOCCOCCOCC2)cc1,-7,14,-7,0,0,7,2,-4,-5,1.7
C=CCSc1nc2c(c(=O)[nH]c(=O)n2C)n1C/C=C(/C)Cl,5,4,1,4,-16,6,1,4,1,-0.1
Cc1ccccc1CNC(=O)CCC(=O)N1CCOc2ccccc21,0,-1,-10,-3,2,3,11,2,0,2.0
CCN(CC)c1ccc(Nc2nc(Cl)ncc2Br)cc1,-5,10,-1,1,9,2,-3,14,1,-2.9
Cc1ccc(NC(=O)C[n+]2ccccc2)cc1[N+](=O)[O-],-2,-5,2,-2,0,-3,-2,12,7,0.1
N=c1c[n+](-c2ccc(Cl)cc2)[n-]o1,1,-2,6,2,-5,-1,0,4,-5,3.4
CC(C)CNC(=S)NC1CC2CCCC(C1)N2Cc1cccs1 (centres undefined),4,-2,-4,0,-18,-8,-3,-4,-10,-0.6
CC/C(=N\NC(=O)c1c[nH]c2ccccc12)c1cccs1,-2,10,3,3,-11,-14,-3,-2,-9,-3.3
CCOC(=O)CC1=NN(c2ccccc2)C(=O)/C1=C\c1ccc(OC)cc1OC,-7,7,7,-7,5,1,1,14,5,-0.9
Cc1ccc(Oc2nc(-c3cccnc3)nc3ccccc23)c([N+](=O)[O-])n1,0,6,1,-3,16,-5,2,4,7,7.7
Cc1ccc(CS(=O)(=O)c2ccccc2-c2nnc(-c3ccc(Cl)cc3)o2)cc1,0,2,-5,-3,4,-4,-3,3,-10,-0.3
CCOC(=O)C(NC(=O)c1ccccc1F)(Nc1cc(C)on1)C(F)(F)F (centres undefined),1,-8,1,6,-16,7,-4,-2,2,-2.3
COc1cc(N=Nc2c(C)n(C)n(-c3ccccc3)c2=O)ccc1N,-4,-6,6,-1,-5,2,0,7,-2,-11

# Continuation.
SMILES,UHRF1 binding,SIAE primary,TCR-CD3 inh,LEDGF integ inh,TDP2 absorb,HTRA1 inhibitor,PRMT1 inh,ABHD4 inh,DDE Tn7 FP inh,PG9 Ab binder
Cc1ccc(NC(=O)C(CC(=O)O)C2CCCO2)c(C)c1 (centres undefined),1,2,4,0,6,5,3,-5,2,-1.2
O=C(O)c1cc2c(cc1Cl)N1CCCCCC1=NS2(=O)=O,3,5,-5,5,-8,-2,-7,-11,-3,0.0
COc1ccc(-c2ncncc2-c2ccc(Cl)cc2)c(O)c1,0,4,11,-4,3,-2,-3,1,0,1.5
CC(=O)C1=C(O)C(=O)N(Cc2cccnc2)C1c1ccc(C(C)C)cc1 (centres undefined),-6,-3,7,8,-8,7,-3,1,-1,1.0
COc1nc(NCCN2CCOCC2)nc(Nc2ccc([N+](=O)[O-])cc2)n1,0,2,1,4,0,-7,1,1,-2,2.8
Cc1ccc(S(=O)(=O)c2nc(S(=O)(=O)c3ccccc3)sc2N2CCN(CCO)CC2)cc1,-4,4,0,0,5,0,3,1,0,-0.6
COc1cc(CNCc2cccnc2)ccc1OCc1ccccc1,2,3,1,-3,-4,-5,2,-1,-7,-0.5
COc1cc(/C=C2\C(=O)N(C)C(=S)N2C)ccc1O,0,-3,-11,-1,-10,-14,0,-5,-3,-5.7
COc1ccc(-c2nc(CN3CCN(C(=O)c4ccco4)CC3)c(C)o2)cc1OC,0,2,-4,-2,-4,-4,3,2,6,-1.5
N#Cc1nc(-c2ccco2)oc1N1CCN(c2ccccc2)CC1,-2,0,7,2,2,-9,-2,-5,4,1.2
COc1ccc2[nH]c3c(c2c1)CCN1C(=O)N([C@@H](C)C(=O)NCCc2ccc(F)cc2)C(=O)[C@]31C,0,9,7,-6,4,-11,-3,-5,6,0.3
Cc1cnc(C(=O)OCC(=O)c2ccc(Br)s2)cn1,1,-6,-10,-3,-6,-2,3,-3,1,8.1
O=C(CCC(=O)N1CCN(C2c3ccccc3-c3ccccc32)CC1)Nc1nnc(C(F)(F)F)s1,-4,1,.,2,-7,.,-1,3,6,.
CCOC(=O)c1cnn(-c2ccccc2)c1NC(=O)c1cccs1,-2,1,0,-1,-2,-9,-2,2,5,1.8
CN(C)c1ccc(-c2noc(C3CCN(S(=O)(=O)c4cccc(Cl)c4)CC3)n2)cc1,-1,-13,-2,0,-7,5,-3,8,-14,-3.4
CN(C)CCCNC(=O)c1cccc(-c2cnc3cccnn23)c1,-5,6,4,2,4,.,-3,-2,-5,0.7
Cc1sc(NC(=O)CSc2nnc3scc(-c4ccccc4)n23)c(C#N)c1C,-4,-5,3,-2,-8,-5,-2,3,10,0.9
COc1ccccc1/C=C(/CC(=O)NCc1ccc(F)cc1)c1nc2ccccc2s1,1,-2,2,1,-2,-47,0,-20,-5,-2.7
COc1ccc(Cl)cc1-c1nc(SCC(=O)N(C)CCC#N)n[nH]1,-1,0,3,0,-4,0,0,-5,1,0.4
O=C(Nc1ccc(Cl)c(Cl)c1)c1ccc2c(c1)OCO2,0,-8,2,-3,4,-19,0,-20,-1,-2.2
CCN1C(=O)[C@@H]2[C@H](C1=O)[C@@H]1CC(C(=O)OC)=C[C@@H](C(=O)OC)C3C1=C(C(=O)C3(CC)CC)[C@@H]2C (some centres undefined),3,6,1,1,9,.,4,4,-3,0.2
Cc1ccc(S(=O)(=O)N2CCC(C(=O)NNC(=O)C3CC3)CC2)cc1Cl,1,4,0,3,3,1,0,-1,-10,-4.0
COc1ccc(C2C(C(=O)N3CCN(c4ccccn4)CC3)CCC(=O)N2c2cc(OC)c(OC)c(OC)c2)cc1 (centres undefined),0,1,0,5,-4,-3,-6,0,-2,0.2
Cc1cccc(Nc2nnc(SCc3cn4ccsc4n3)s2)c1,0,-2,0,2,-7,-11,0,-3,-9,0.1
Fc1ccccc1COc1ccc2ccccc2c1CNc1nn[nH]n1,2,0,0,1,-8,-8,2,2,-4,-2.4

# Next part
SMILES,UHRF1 binding,SIAE primary,TCR-CD3 inh,LEDGF integ inh,TDP2 absorb,HTRA1 inhibitor,PRMT1 inh,ABHD4 inh,DDE Tn7 FP inh,PG9 Ab binder
Cc1cc(OCCCC(=O)Nc2cc(S(=O)(=O)N3CCOCC3)ccc2N2CCOCC2)ccc1Cl,-1,-10,0,0,-2,-12,2,3,0,-0.8
COc1ccc([C@H]2CC(=O)C[C@@H](CCn3ccnn3)O2)cc1,6,-3,-5,-2,-12,.,3,-9,-3,1.4
CN(C)c1ccc(C(=S)N2CCN(c3ccccc3)CC2)cc1,1,-4,-4,-4,-3,2,2,2,6,0.9
CN(C)S(=O)(=O)c1ccc(Cl)c(NC(=O)CN2CCN(Cc3ccc4c(c3)OCO4)CC2)c1,-1,2,6,5,4,-1,0,-14,8,-1.2
O=C(CN1C(=O)NC2(CCCC2)C1=O)Nc1cc(S(=O)(=O)N2CCCCC2)ccc1Cl,5,-4,3,3,5,-4,-3,-3,2,0.3
O=C(CN1CCN(c2ncc(C(F)(F)F)cc2Cl)CC1)NCCNc1ncc(C(F)(F)F)cc1Cl,5,-2,-8,0,-12,3,5,-9,-6,0.4
CC(=O)NC(CCS(C)(=O)=O)C(=O)Nc1ccc(C)c(F)c1 (centres undefined),0,-4,2,-4,5,5,0,0,-3,-0.5
O=C(CN1CCN(c2ccc(Cl)cc2)CC1)NCc1ccccc1,1,0,5,3,6,-15,-1,6,-2,-1.2
COc1ccccc1CNC(=O)CN1C(=O)NC(C)(c2ccc(C)cc2)C1=O (centres undefined),3,-1,4,4,-2,7,-5,-6,-2,0.2
COc1cc(/C=N/NC(=O)c2sc3nc(C)cc(C)c3c2N)ccc1O,-2,4,0,-3,9,.,-5,17,5,-3.0

# 4 entries picked at random from the list so far, as already listed:
SMILES,UHRF1 binding,SIAE primary,TCR-CD3 inh,LEDGF integ inh,TDP2 absorb,HTRA1 inhibitor,PRMT1 inh,ABHD4 inh,DDE Tn7 FP inh,PG9 Ab binder
O=C(CN1C(=O)NC2(CCCC2)C1=O)Nc1cc(S(=O)(=O)N2CCCCC2)ccc1Cl,5,-4,3,3,5,-4,-3,-3,2,0.3
CN(C)c1ccc(C(=S)N2CCN(c3ccccc3)CC2)cc1,1,-4,-4,-4,-3,2,2,2,6,0.9
CN(C)S(=O)(=O)c1ccc(Cl)c(NC(=O)CN2CCN(Cc3ccc4c(c3)OCO4)CC2)c1,-1,2,6,5,4,-1,0,-14,8,-1.2
O=C(CN1CCN(c2ccc(Cl)cc2)CC1)NCc1ccccc1,1,0,5,3,6,-15,-1,6,-2,-1.2
